Screening data deposited in PubChem BioAssay by Broad Institute.
PGC1a acetyl inh – modulators of PGC1a acetylation | U2OS PGC1a acetylation, AlphaScreen anti-acetyl-lysine; with virally co-expressed GCN5 acetyltransferase | inhibition, % at 15.6 µM | hit rate 0.17% among 350,000;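 active means every replicate shows inhibition of at least 40%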;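 further: 0% = neutral control wells and 100% = positive control wells; some results beyond the cut were filed as inactive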
PglD DTNB – PglD (C. jejuni) enzyme inhibition. hit rate 0.098% among 360,000. purified PglD enzyme, DTNB colorimetric CoA detection. AID 602405. inhibition, % at 12.5 µM; in the data active means inhibition above about 16%, passing the limit was not always enough; further: strong numbers were not always called active
PAX8 inh HTS – PAX8 transcriptional activity inhibition; RMG-I TPO-luciferase reporter, SteadyGlo, 24 h; inhibition, % at 12.6 µM; hit rate 1.2% among 360,000; AID 652154;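 active means mean replicate inhibition at least 60% with every replicate also reaching 60%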;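 further: luciferase light reporting Pax8 driven TPO promoter activity; plate controls were median of neutral control wells for no effect and mitoxantrone controls for full effect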
LGR2 antag – blocks bursicon-induced cAMP signaling via Drosophila LGR2; AID 720647; hit rate 0.35% among 380,000; HEK293 LGR2, CRE-luciferase, bursicon-stimulated, 4 h; inhibition, % at 9.99 µM;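 active means drop in luminescence signal, shown as inhibition above about 50% in the replicate tests, limit read from the data, passing the limit was not always enough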;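 further: agonist challenge used bursicon conditioned medium at about half maximal strength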
FN deposit inh – fibronectin deposition inhibition; hit rate 0.086% among 350,000; AH1F fibroblasts, Alexa488-fibronectin deposition fluorescence, overnight; inhibition, % at 12.6 µM; AID 743247;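 active means mean inhibition across replicates of 30% or more, regardless of how many single replicates reach that level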;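 further: positive control wells lacked labelled fibronectin entirely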
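test system = AH1F fibroblasts assembling fluorescent fibronectin matrix | quantity = 10000 AH1F cells per well | buffer or medium = DMEM plus 2% serum, read in PBS | doses = single dose, pinned | incubation = 1 h cell attachment, overnight exposure to compound and label | detection = fluorescence at 485 nm excitation, 525 nm emission | read-out basis = inhibition from reduced deposited-fibronectin fluorescence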
S100A4 MyoIIA – blocks human S100A4 binding to myosin IIA peptide | hit rate 0.14% among 360,000 | inhibition, % at 10.7 µM | S100A4/TAMRA-MyoIIA peptide fluorescence polarization | P26447 | AID 652163;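 active means mean inhibition of at least 70% across replicates, with every replicate also reaching that level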
Target sequence (P26447 whole entry, looked up): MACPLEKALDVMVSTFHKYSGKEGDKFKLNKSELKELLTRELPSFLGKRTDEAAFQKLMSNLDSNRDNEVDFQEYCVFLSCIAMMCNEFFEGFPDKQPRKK
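Compound dosing: one dose per compound; test system: human S100A4 monomer with TAMRA-labelled myosin IIA peptide; probe or stimulus: TAMRA-labelled myosin IIA heavy-chain peptide probe, 5 nM; medium: HEPES buffer with Ca2+, pH 7.2; schedule: 5 min incubation before reading; benchmarks: neutral control DMSO, positive control TFP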
An asterisk follows results filed as active; . = not tested or not shown. Some of the compounds tested, so the mix of outcomes need not match the whole.

The first three compounds, ahead of the listing:
Values in the order: PGC1a acetyl inh	PglD DTNB	PAX8 inh HTS	LGR2 antag	FN deposit inh	S100A4 MyoIIA
O=C1NC(=S)NC(=O)C1=Cc1ccc2c(c1)CCN2CCCCl
    11	2	.	.	.	.
c1ccc2c(c1)Nc1ccccc1S2
    .	4	.	.	.	5
CCCCN1C(=O)/C(=C/c2ccc(N(C)C)cc2)C(=O)N(Cc2ccco2)C1=O
    14	.	8	.	.	.

Results, previewed entries included:
Values in the order: PGC1a acetyl inh	PglD DTNB	PAX8 inh HTS	LGR2 antag	FN deposit inh	S100A4 MyoIIA
O=C1NC(=S)NC(=O)C1=Cc1ccc2c(c1)CCN2CCCCl
    11	2	.	.	.	.
c1ccc2c(c1)Nc1ccccc1S2
    .	4	.	.	.	5
CCCCN1C(=O)/C(=C/c2ccc(N(C)C)cc2)C(=O)N(Cc2ccco2)C1=O
    14	.	8	.	.	.
O=c1c2ccccc2nc(SCC2CCCCO2)n1-c1ccccc1 (stereo unspecified)
    .	2	.	-4	.	.
CCN1CCN(c2ccc(NC(=O)C(C)C)cc2Cl)CC1
    .	-2	.	13	.	.
Cc1ccsc1-c1nc(CSCC(=O)N2CCC3(CC2)OCCO3)c(C)o1
    .	-3	.	.	-12	.
CCC(=NCC1CCCO1)c1c(O)n(Cc2ccccc2)c(=O)[nH]c1=O (stereo unspecified)
    .	0	.	.	-15	.
COC(=O)c1cncn1C(C)c1ccccc1 (stereo unspecified)
    .	3	.	.	7	.
CC1=CC(=C2C(=O)NC(=O)NC2=O)C=C(C(F)(F)F)N1C(C)C
    .	1	.	.	0	.
CCOc1ccc(-n2c(O)c(C=NCCCn3ccnc3)c(=O)[nH]c2=O)cc1
    .	-2	.	.	22	.
CC(=NCc1ccco1)c1c(O)n(C)c(=O)n(C)c1=O
    .	1	.	.	7	.
O=C1NC(=S)N(c2ccc(Cl)cc2)C(=O)/C1=C/N1CCN(C(=O)c2ccco2)CC1
    -2	.	.	-6	.	.
CCOP(=O)(OCC)C(NC(=O)c1ccc(Cl)cc1)=C(Cl)Cl
    2	.	.	12	.	.
CC(=O)c1c(C)n(CCCOC(C)C)c2ccc(O)cc12
    -5	.	.	15	.	.
Cc1cc(C=O)c(C)n1C1CCCCC1
    4	.	.	6	.	.
O=C(C1CC(=O)N(C2CCCCCCC2)C1)N1CCC2(CC1)OCCO2 (stereo unspecified)
    -4	.	.	.	-10	.
CN1CCN(Cc2cc(C(C)(C)C)c(O)c(C(C)(C)C)c2)CC1
    -130	.	.	.	-8	.
COc1ccc(N2CCN(C(CNC(=O)Oc3ccccc3)c3cccnc3)CC2)cc1 (stereo unspecified)
    8	.	.	.	2	.
COc1ccc(-c2nc(CSCC(=O)N3CCC4(CC3)OCCO4)c(C)o2)cc1OC
    .	.	-11	.	1	.
O=C(CCN1CCCCC1)NCC(=O)Nc1ccc(Br)cc1C(=O)c1ccccc1
    .	.	5	.	-2	.
CCN(CC)CCCOC(=O)C(OC(C)C)(c1ccccc1)c1ccccc1
    .	.	.	-7	-1	.
O=C1CN=C(c2ccc(Br)cc2)c2oc3ccccc3c2N1
    -4	10	23	.	.	.
CCC(=NCCc1ccccc1)c1c(O)n(C2CCCCC2)c(=O)[nH]c1=O
    -4	3	3	.	.	.
O=C1NC(=O)C2(Cc3ccccc3N3CCCC32)C(=O)N1Cc1ccccc1 (stereo unspecified)
    14	4	-10	.	.	.
CCC(=Nc1ccc(OC)cc1OC)c1c(O)n(C)c(=O)n(C)c1=O
    -5	-6	.	-8	.	.
N=c1sccn1Cc1ccc(Cl)cc1Cl
    3	7	.	-1	.	.
Nc1ccc(C2(c3ccc(N)cc3)CN3CCC2CC3)cc1
    4	5	.	13	.	.
CC(N)Cc1c[nH]c2cc3c(cc12)OCCO3 (stereo unspecified)
    -4	0	.	-4	.	.
CN1CCc2nc3ccc(F)cc3c(C(N)=O)c2C1
    -1	-7	.	9	.	.
Cc1nc2cc(C(=O)N3CCC4(CC3)OCCO4)ccc2n1-c1cccc(F)c1
    -1	5	.	-20	.	.
COc1ccc(C2SCC(=O)Nc3c2c(C)nn3-c2ccccc2)cc1 (stereo unspecified)
    4	3	.	10	.	.
COC(=O)C(O)(c1ccc(N(C)C(=O)c2ccc(Cl)c(Cl)c2)cc1)C(F)(F)F (stereo unspecified)
    -6	4	.	-12	.	.
O=C1NC(=O)C2(Cc3ccccc3N3CCCC32)C(=O)N1 (stereo unspecified)
    12	0	.	5	.	.
CCC(C)NS(=O)(=O)c1ccc(OCC(=O)N2CCN(CC)CC2)cc1 (stereo unspecified)
    5	-3	.	24	.	.
COc1ccc(-n2c(O)c(C(C)=NC3CC3)c(=O)[nH]c2=O)cc1
    47	0	.	10	.	.
COc1ccc(Nc2ncc(C(=O)N3CCC4(CC3)OCCO4)c3ccccc23)cc1
    12	2	.	30	.	.
CN(C)CCOC(=O)c1cn(Cc2ccccc2)c2ccccc12
    -11	-6	.	21	.	.
CCOc1ccc(CC2C(=O)NC(=O)N(c3ccc(CC)cc3)C2=O)cc1 (stereo unspecified)
    -1	7	.	17	.	.
COCCCN1Cc2ccccc2C1=N
    -7	-2	.	-11	.	.
Cc1cc(C=O)c(C)n1CC1CCCO1 (stereo unspecified)
    8	4	.	-4	.	.
CCOC(=O)c1c(N)n(Cc2ccccc2)c2nc3ccccc3nc12
    -19	5	.	14	.	.
COc1ccc(NP(=O)(Nc2ccc(OC)cc2)Oc2ccccc2)cc1
    5	-1	.	-5	.	.
CCOC(C(=O)OCCCN(CC)CC)(c1ccccc1)c1ccccc1
    14	5	.	-7	.	.
Cc1cc(OCc2nn[nH]n2)c2c3c(c(=O)oc2c1)CCC3
    -3	-5	.	.	-6	.
COc1ccc(C2SCC(=O)Nc3c2c(C)nn3C2CCOC(C)(C)C2)cc1OC (stereo unspecified)
    -27	-2	.	.	9	.

Record cards, from the list above:
COc1ccc(C2SCC(=O)Nc3c2c(C)nn3C2CCOC(C)(C)C2)cc1OC (stereo unspecified) is listed with PGC1a acetyl inh: -27; PglD DTNB: -2; PAX8 inh HTS: .; LGR2 antag: .; FN deposit inh: 9; S100A4 MyoIIA: .
Cc1cc(OCc2nn[nH]n2)c2c3c(c(=O)oc2c1)CCC3 is listed with PGC1a acetyl inh: -3; PglD DTNB: -5; PAX8 inh HTS: .; LGR2 antag: .; FN deposit inh: -6; S100A4 MyoIIA: .
COc1ccc(C2SCC(=O)Nc3c2c(C)nn3-c2ccccc2)cc1 (stereo unspecified) is listed with PGC1a acetyl inh: 4; PglD DTNB: 3; PAX8 inh HTS: .; LGR2 antag: 10; FN deposit inh: .; S100A4 MyoIIA: .

Next section
Values in the order: PGC1a acetyl inh	PglD DTNB	PAX8 inh HTS	LGR2 antag	FN deposit inh	S100A4 MyoIIA
Cn1c(O)c(/C=N/c2ncccn2)c(=O)n(C)c1=O
    -1	9	.	.	1	.
CCc1c(C)nc(N)nc1N1N=C1SCC(N)=O
    -3	-4	.	.	-3	.
CCCCN1C(=O)C(C2c3ccccc3C(=O)N2Cc2ccccc2)C(=O)NC1=S (stereo unspecified)
    5	-4	.	.	-1	.
c1ccc(C(OCCN2CCNCC2)c2ccccc2)cc1
    14	0	.	.	-11	.
CCOP(=S)(OCC)c1ccc(N(C)C)cc1
    -5	2	.	.	-8	.
CN(C)C1=NC(N(C)C)=NP(N(C)C)(N(C)C)=N1
    8	-2	.	.	5	.
O=C1NC(=O)C2(Cc3ccccc3N3CCCC32)C(=O)N1c1ccccc1 (stereo unspecified)
    -5	2	.	.	3	.
Nc1ccnn1C1CCNCC1
    20	2	.	.	0	.
C=CCn1c(O)c(C(CC)=Nc2cc(OC)ccc2OC)c(=O)[nH]c1=O
    5	2	.	.	0	.
Cc1ccc(CN2CCN(C)CC2)c(C)c1
    4	5	.	.	-9	.
C#CCN1C(=O)C2(C(C#N)=C(N)OC(C)=C2C(=O)OCc2ccccc2)c2ccccc21 (stereo unspecified)
    3	-4	.	.	15	.
CCC(=NCCCN(CC)CC)c1c(O)n(-c2ccccc2)c(=O)[nH]c1=O
    11	1	.	.	-6	.
COc1ccc(C2=NCC(=O)N(CC(=O)NCc3ccco3)c3sc4c(c32)CCCC4)cc1OC
    -10	-5	.	.	-3	.
COc1ccc(CCNC(=O)c2c(N)n(CCN3CCOCC3)c3nc4ccccc4nc23)cc1OC
    8	1	.	.	-5	.
CCCCC12CNCC(C)(CNC1)C2=O
    6	-6	.	.	-5	.

Taken from above:
Cc1cc(C=O)c(C)n1C1CCCCC1 – PGC1a acetyl inh = 4
CCCCN1C(=O)C(C2c3ccccc3C(=O)N2Cc2ccccc2)C(=O)NC1=S (stereo unspecified) – FN deposit inh = -1
COc1ccc(Nc2ncc(C(=O)N3CCC4(CC3)OCCO4)c3ccccc23)cc1 – PglD DTNB = 2

(continued)
Values in the order: PGC1a acetyl inh	PglD DTNB	PAX8 inh HTS	LGR2 antag	FN deposit inh	S100A4 MyoIIA
Cc1oc2ccc(OC(=O)N(C)C)cc2c1C(=O)OC(C)C
    -1	4	.	.	2	.
O=C1NC(=O)C2(Cc3c(nc4ccccn4c3=O)N3CCCCCC32)C(=O)N1Cc1ccccc1 (stereo unspecified)
    -11	-2	.	.	4	.
O=C1NC(=O)[C@]2(Cc3ccccc3N3CCN(c4ccccc4)CC32)C(=O)N1c1ccccc1 (stereo partly specified)
    4	-2	.	.	31*	.
CC(C)Sc1nnc([C@@H](N)Cc2ccccc2)o1
    -3	-3	.	.	3	.
Nc1c(C(=O)NCCCc2ccccc2)c2nc3ccccc3nc2n1Cc1cccs1
    -3	0	.	.	7	.
CC1CN(O)C2CCc3c(no[n+]3[O-])C12O (stereo unspecified)
    -2	7	.	.	0	.
CC(=O)Nc1ccc(OC(=O)N(C)C)cc1
    5	-1	.	.	-7	.
CCCCn1c(O)c(C=NC2CC3CCC2(C)C3(C)C)c(=O)[nH]c1=O (stereo unspecified)
    -3	1	.	.	11	.
COCCCn1c(N)c(C(=O)NCCC(C)C)c2nc3ccccc3nc21
    -17	-4	.	.	-13	.
O=C1CC(=O)N(c2cccc(Cl)c2)C(=O)N1
    17	-5	.	.	-9	.
C(=NC12CN3CN(CN(C3)C1)C2)c1cccnc1
    8	-2	.	.	5	.
CC(N)Cc1c[nH]c2ccc(Cl)cc12 (stereo unspecified)
    -14	2	.	.	-5	.
CCOC(=O)CCN=Cc1c(O)n(-c2ccc(Br)cc2)c(=O)[nH]c1=O
    3	-3	.	.	-6	.
CN(C)C(=O)CSc1nnc([C@@H](N)Cc2ccccc2)o1
    0	1	.	.	-28	.
Cc1ccc(NC(=O)CSc2nnc([C@@H](N)Cc3c[nH]c4ccccc34)o2)c(C)c1
    -10	1	.	.	-18	.
O=C(Nc1ccc(Cl)cc1C(=O)c1ccccc1Cl)c1ccco1
    7	2	.	.	-7	.
CCOC(=O)C(O)(c1ccc(N(CC)S(=O)(=O)c2ccc(C)cc2)cc1)C(F)(F)F (stereo unspecified)
    -19	-1	.	.	-8	.
Cc1ccc(N=Nc2c(O)[nH]c(=O)[nH]c2=O)c([N+](=O)[O-])c1
    -3	-2	.	.	0	.
CCOC(=O)C1C(=O)NC23CCCC2C1c1ccccc1O3 (stereo unspecified)
    -4	7	.	.	-45	.
COc1ccccc1N=Cc1c(O)n(C)c(=O)n(C)c1=O
    8	1	.	.	-13	.
